Screening results as filed in PubChem.
FadD28 FP inh: inhibitors of FadD28 bisubstrate probe binding, primary screen, biochemical, fluorescence polarization, single point; actives 0.22% (n = 360,000); Mycobacterium tuberculosis FadD28 fatty-acid-AMP ligase; inhibition, % at 12.5 µM; in the data active means inhibition above about 8.5%, passing the limit was not always enough; inconclusive means no clear call, values can overlap the other calls
PrPC surface inh: inhibitors of human cell surface prion protein PrPC, primary screen, cell-based, TR-FRET | actives 0.43% (n = 370,000) | TR-FRET read-out | AID 720596, 2013 | Major prion protein (Homo sapiens), P04156 | inhibition, % at 13.8 µM; in the data active means inhibition above about 24%; further: 0% = median of the test wells and 100% = reference compound wells
TcdB GH inh: TcdB glycohydrolase inhibitors, primary screen, biochemical, single point, plate reader. Toxin B (Clostridioides difficile), P18177. TcdB glycohydrolase enzymatic assay. inhibition, % at 9.99 µM. actives 0.24% (n = 350,000). AID 652162, 2013; in the data active means inhibition above about 10%
BoNT-A LC inh2: BoNT/A light chain protease inhibitors, primary screen, biochemical, flow cytometry, MLPCN library; inhibition, % at 10 µM; multiplex microsphere protease substrate cleavage; Botulinum neurotoxin type A light chain protease (Clostridium botulinum A str. ATCC 3502); AID 588499, 2011; actives 0.17% (n = 360,000); further: plate controls were buffer without enzyme for full effect and enzyme alone for no effect
BoNT F protease: BoNT/F light chain protease inhibitors, primary screen, biochemical, flow cytometry, MLPCN library | Multiplex microsphere protease cleavage assay | Botulinum neurotoxin type F light chain protease (Clostridium botulinum) | inhibition, % at 10 µM | actives 0.22% (n = 360,000); in the data active means inhibition above about 35%, passing the limit was not always enough; inconclusive means no clear call, values can overlap the other calls; further: plate controls were buffer without enzyme for full effect and enzyme alone for no effect
Anthrax LF inh2: Bacillus anthracis LF protease inhibitors, primary screen, biochemical, multiplex microsphere, MLPCN library; Lethal factor (Bacillus anthracis), P15917; multiplex microsphere protease cleavage assay; inhibition, % at 10 µM; actives 0.12% (n = 360,000); further: plate controls were buffer without enzyme for full effect and enzyme alone for no effect
Target sequence (P15917 whole entry, looked up): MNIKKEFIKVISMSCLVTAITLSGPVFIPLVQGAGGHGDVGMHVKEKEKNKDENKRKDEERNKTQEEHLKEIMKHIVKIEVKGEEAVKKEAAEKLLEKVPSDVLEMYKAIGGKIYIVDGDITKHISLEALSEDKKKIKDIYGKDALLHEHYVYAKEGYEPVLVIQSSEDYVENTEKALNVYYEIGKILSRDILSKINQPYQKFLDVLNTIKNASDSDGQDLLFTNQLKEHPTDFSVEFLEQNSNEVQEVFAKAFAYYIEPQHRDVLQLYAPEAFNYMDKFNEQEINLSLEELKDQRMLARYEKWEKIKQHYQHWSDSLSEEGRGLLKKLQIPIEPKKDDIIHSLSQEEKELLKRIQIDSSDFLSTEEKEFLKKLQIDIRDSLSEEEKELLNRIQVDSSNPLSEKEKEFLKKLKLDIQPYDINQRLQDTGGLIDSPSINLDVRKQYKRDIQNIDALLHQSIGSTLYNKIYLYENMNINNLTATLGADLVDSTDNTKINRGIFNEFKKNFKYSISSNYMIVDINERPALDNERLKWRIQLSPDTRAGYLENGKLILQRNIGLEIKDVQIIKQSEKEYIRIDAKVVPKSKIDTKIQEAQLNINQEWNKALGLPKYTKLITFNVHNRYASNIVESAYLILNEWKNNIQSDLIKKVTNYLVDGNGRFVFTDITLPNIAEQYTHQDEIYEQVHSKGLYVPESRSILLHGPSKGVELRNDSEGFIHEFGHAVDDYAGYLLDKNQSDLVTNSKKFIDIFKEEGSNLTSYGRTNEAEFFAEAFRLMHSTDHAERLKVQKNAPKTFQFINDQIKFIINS
PfHsp40 yeast: rescue of yeast from PfHsp40 toxicity, primary screen, S. cerevisiae, ATP luminescence | actives 0.68% (n = 340,000) | growth rescue, % at 12.5 µM | AID 504582, 2011 | S. cerevisiae expressing PfHsp40, growth rescue; in the data active means growth rescue above about 28%, passing the limit was not always enough; inconclusive means no clear call, values can overlap the other calls;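 further: yeast W303a lacking pdr1 and pdr3 grown in galactose medium; growth measured after three days at 30 °C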
CCHFV vOTU inh: CCHFV vOTU protease inhibitors, primary screen, biochemical, Pep-AMC substrate, fluorescence; Crimean-Congo hemorrhagic fever virus L polyprotein viral ovarian tumor (vOTU) protease …; inhibition, % at 11.5 µM; actives 0.55% (n = 370,000); AID 651958, 2012; in the data active means inhibition above about 30%; further: 0% = vehicle wells with enzyme and 100% = no enzyme wells
Y pestis TopoI: Yersinia pestis topoisomerase I inhibitors, primary screen, biochemical, cleavage product accumulation, plate reader, single point. actives 0.064% (n = 360,000). Y. pestis Topo-I cleavage product accumulation. DNA topoisomerase I (Yersinia pestis CO92). activity, % at 10 µM; in the data active means activity above about 50%, passing the limit was not always enough; inconclusive means no clear call, values can overlap the other calls; further: inactives centre near 2
An asterisk follows results filed as active; ? = inconclusive; · = not tested or not shown. Unless noted, no stated cut-off is given here; in the data, active means inhibition above about 30%; inconclusive means no clear call, values can overlap the other calls; inactive means below that.

SMILES	FadD28 FP inh	PrPC surface inh	TcdB GH inh	BoNT-A LC inh2	BoNT F protease	Anthrax LF inh2	PfHsp40 yeast	CCHFV vOTU inh	Y pestis TopoI
COc1ccccc1-c1cnc(C(O)c2ccc(CN3CCCC3)cc2)[nH]1 (configuration not stated)	-3.8	7	-0.5	-0.5	-6	-8	·	12	0
Cn1c(=O)[nH]c(=O)c2c1nc(NCc1ccccc1)n2CCCc1ccccc1	-3.3	2	·	-0.1	14	-1	0.2	0	-3
Cc1cc(NC(=O)CSc2nc3c(c(=O)n2C)SCC3)no1	-0.7	5	1.8	0.4	-6	-10	0.7	-1	2
CN1CCN(CCCn2cnc3c(=O)oc4ccccc4c32)CC1	-4.0	-4	·	-0.1	1	2	0.2	2	-6
Cn1c(SCC(=O)NCCc2ccccc2)nnc1-c1ccco1	-3.5	1	·	0.7	14	0	1.3	-11	4
Cc1cccc(Nc2nc(N)nc(N)c2N=O)c1	-3.3	-46	-2.6	-0.4	-2	5	1.5	25	-4
Cc1ccc(CN2C(=O)N/C(=C/c3ccc(-c4ccc(C(=O)O)cc4)o3)C2=O)cc1	2.7	-2	-2.3	-0.3	4	2	-0.1	5	14
CCOC(=O)[C@]12Cc3cc(Cl)ccc3[C@H]1N(C)C(=O)c1ccccc12	·	8	-5.0	1.1	-12	-1	·	19	·
O=C(COc1ncnc2sccc12)Nc1cccc(S(=O)(=O)N2CCCC2)c1	-4.3	-3	0.4	0.7	4	-7	-0.6	-8	-11
S=C(Nc1ccc(Cl)cc1)N1CCCC1	-5.0	-1	0.7	0.1	3	-2	-1.5	-11	-4
O=C(CSc1nnc2scc(-c3ccc(Cl)cc3)n12)NCc1ccc2c(c1)OCO2	-2.1	·	1.5	-1.8	1	-1	-0.6	·	1
CCCCOc1ccc(CSC(CC(=O)O)C(=O)O)cc1 (configuration not stated)	-4.0	-2	·	-0.1	1	0	-1.4	4	2
CCOC(=O)c1c(-c2ccc(OC)cc2)csc1NC(=O)CCN1CCOCC1	-5.0	5	2.6	0.9	10	-6	1.1	-1	22
CC(=O)CCn1c(=O)n(CCC(C)=O)c(=O)n(CCC(C)=O)c1=O	0.1	8	·	0.4	-3	-4	-0.1	10	-1
O=c1ccc(-c2ccc(S(=O)(=O)NCC3CCN(Cc4cccc(F)c4)CC3)s2)n[nH]1	-2.2	-24	1.9	0.5	-6	-2	3.3	9	-3
O=C(Nc1ccc(/C=C/c2nc3ccccc3o2)cc1)c1ccc(F)cc1	-2.5	5	·	-0.8	4	-3	6.9	6	-6
NC(=S)Nc1ccc(Oc2ccc(NC(N)=S)cc2)cc1	-5.3	-2	0.9	-0.8	-6	-6	1.3	2	4
Nc1ccccc1NC(=O)c1ccccc1N	-3.1	-4	·	0.1	5	1	-0.2	-58	-1
Nc1cc2c(cc1C(=O)c1ccc(Cl)cc1)OCCO2	0.8	-2	·	?	-1	-3	-0.4	6	10
C=CCSc1nc(-c2ccccc2)c(C#N)c(=O)[nH]1	-5.4	-1	·	-0.2	-9	-2	3.6	0	-3

Another view of some results above.
Results follow in this order: FadD28 FP inh | PrPC surface inh | TcdB GH inh | BoNT-A LC inh2 | BoNT F protease | Anthrax LF inh2 | PfHsp40 yeast | CCHFV vOTU inh | Y pestis TopoI
CN1CCN(CCCn2cnc3c(=O)oc4ccccc4c32)CC1
→ -4.0 | -4 | · | -0.1 | 1 | 2 | 0.2 | 2 | -6
Cn1c(SCC(=O)NCCc2ccccc2)nnc1-c1ccco1
→ -3.5 | 1 | · | 0.7 | 14 | 0 | 1.3 | -11 | 4
Cc1cccc(Nc2nc(N)nc(N)c2N=O)c1
→ -3.3 | -46 | -2.6 | -0.4 | -2 | 5 | 1.5 | 25 | -4

The main list resumes; the two compounds before the break are reprinted first.
SMILES	FadD28 FP inh	PrPC surface inh	TcdB GH inh	BoNT-A LC inh2	BoNT F protease	Anthrax LF inh2	PfHsp40 yeast	CCHFV vOTU inh	Y pestis TopoI
Nc1cc2c(cc1C(=O)c1ccc(Cl)cc1)OCCO2	0.8	-2	·	?	-1	-3	-0.4	6	10
C=CCSc1nc(-c2ccccc2)c(C#N)c(=O)[nH]1	-5.4	-1	·	-0.2	-9	-2	3.6	0	-3
COc1ccccc1-c1cnc(C(O)c2ccc(Cl)c(Cl)c2)[nH]1 (configuration not stated)	-6.0	0	-0.3	0.2	-6	0	·	21	2
CC(=O)O[C@@]12CO[C@@H]1C[C@H](OC1OCC(O)C(O)C1O)[C@@]1(C)C(=O)[C@H](O)C3=C(C)[C@@H](OC(=O)[C@H](O)[C@@H](NC(=O)c4ccccc4)c4ccccc4)C[C@@](O)([C@@H](OC(=O)c4ccccc4)C12)C3(C)C (some centres not stated)	-1.4	-6	1.4	0.0	7	7	-0.9	-3	27
O=C(Cc1cccc(NC(=O)C2CCCN(C(=O)c3ccccc3)C2)c1)Nc1cccc(C(=O)N2CCOCC2)c1 (configuration not stated)	-2.9	0	0.6	-0.5	-3	-2	0.0	-1	16
COCCCNc1ccn2nc(-c3cccc(OCc4ccccc4)c3)cc2n1	-5.3	8	1.0	0.0	-6	-2	·	-2	1
CCc1nn(CC(=O)NCCC(C)C)c(=O)c2cc3c(OC)cccc3n12	0.3	5	0.5	-3.5	-5	-8	-1.2	7	5
CC(=O)c1ccc(S(=O)(=O)N(Cc2cc3cc4c(cc3[nH]c2=O)OCCO4)CC2CCCO2)cc1 (configuration not stated)	1.2	-1	·	0.5	-7	-1	0.1	1	4
Cc1cc(C)c(-c2c(N)cc(Br)cc2Br)c(N)c1	-1.0	2	0.6	0.0	-9	-1	0.8	-2	-14
CC[C@@]1(C(=O)OC)N[C@H](CN(C)C(C)=O)[C@@H]2C(=O)N(Cc3ccccc3)C(=O)[C@@H]21	-2.4	8	-1.7	-0.1	0	-3	-0.9	-5	6
Cc1cc(NC(=O)c2nn(C)c(C)c2Br)no1	6.1	0	1.5	-1.5	7	4	-0.7	8	-2
O=c1[nH]cnc2sc3c(c12)CCN(Cc1ccccc1)C3	-3.8	-5	·	3.2	-3	1	-0.8	-47	-1
COc1ccc2oc(N)nc2c1	-1.4	-4	1.8	-0.1	-5	2	0.3	10	-5
COC(CNC(=O)c1ccc(CS(=O)(=O)c2ccc(C)cc2)o1)OC	0.4	-2	1.5	-4.5	-8	-5	2.8	7	-5
COC(=O)CSc1n[nH]c(-c2cccnc2)n1	-3.3	0	0.9	0.4	-2	0	-1.3	7	-9
COC(=O)C1=C(CSc2nncn2C)NC(=O)NC1c1cc(C)ccc1C (configuration not stated)	-3.5	-4	·	0.0	5	-1	-0.1	-1	3
Cc1c(NS(=O)(=O)c2cc(C(=O)N(C)Cc3ccccc3)ccc2Cl)c(=O)n(-c2ccccc2)n1C	-0.4	-2	0.4	1.4	5	-3	0.0	-5	16
O=C1C2CCCN2C(c2cccnc2)N1c1ccc(Cl)c(Cl)c1 (configuration not stated)	-2.1	0	·	0.0	-2	8	0.1	-16	1
C/C(CC(=O)NCc1ccc(Cl)cc1)=N\NC(=O)COc1ccc(C)cc1Br	·	-4	0.0	0.8	5	-2	6.3	13	18
CC(=O)c1ccc(CCCCc2ccc(C(C)=O)cc2)cc1	-4.5	4	-2.6	0.3	5	-8	0.7	9	23
CC(C)N(C(=O)NC(=O)NCC1CCCO1)S(C)(=O)=O (configuration not stated)	-2.6	-1	·	-0.8	-12	-6	-0.6	10	-4
Clc1cccc(-c2nc3ccc(Br)cn3c2Cc2ccsc2)c1	-3.0	-7	1.3	11	-5	6	·	18	·
Cc1ccc(C(C)C)c(OCCn2c(=O)oc3ccccc32)c1	-3.9	10	·	-0.1	-5	0	1.2	11	44
COc1ccc(CCNC(=O)COC(=O)c2ccc(C)s2)cc1OC	-3.0	1	-0.9	0.5	-3	0	-0.3	-7	4
CCCCCN(C(=O)CCC(=O)OCCOc1cccc(Cl)c1)c1c(N)n(CCCC)c(=O)[nH]c1=O	-2.4	-8	-0.1	·	·	·	-0.1	8	6
CCS(=O)(=O)N1CCC(C(=O)NCc2ccccn2)CC1	-2.0	5	·	-0.6	-7	2	0.1	-9	-1
CCS(=O)(=O)Nc1cc(C(=O)OC)ccc1C(=O)OC	-2.9	3	·	2.0	3	3	-1.1	8	7
COc1ccc(C(=O)NCC(c2ccco2)N2CCc3ccccc32)c(OC)c1 (configuration not stated)	-2.1	9	4.0	0.9	-12	-3	-0.3	7	31
O=C1CCCN1CCC12CC3CC(CC(C3)C1)C2	0.0	0	-0.2	-1.1	-17	-8	1.1	-3	10
COc1ccc(S(=O)(=O)Nc2cc(C)c(O)c(S(=O)(=O)c3ccccc3)c2)cc1	-0.7	5	·	0.0	8	-12	-0.7	-6	-8
CS(=O)(=O)Nc1nnc(Cc2ccccc2)s1	-3.7	7	·	0.1	-6	-1	-0.4	3	2
CCCOc1ccc(CC(=O)NCc2ccco2)cc1OC	-0.7	3	·	0.1	-5	1	0.4	11	0
CCCCc1cc(C)c(S(=O)(=O)c2ccccc2C)c(=O)[nH]1	-4.2	-4	1.3	-1.6	5	-12	-1.5	-5	-4
CC(=O)Nc1ccc(C(=O)Nc2cccc(-c3cnc4ccccc4n3)c2)cc1	1.8	4	·	-0.9	-8	0	0.4	-4	-2
CN(C)C1C(=O)c2ccccc2C1=O	-1.3	-5	-1.2	-0.6	-3	0	-1.2	-9	-1
COC(=O)CCCCCNc1ccc(C(=O)OC)cc1N	-3.2	8	·	4.8	-12	-1	-0.5	0	19
Cc1cc(C)c2c(=O)[nH]c(SCC(=O)Nc3cccc(S(=O)(=O)N(C)C)c3)nc2n1	-7.6	-2	0.0	-0.4	-8	-3	0.0	-6	3
C=CCn1c(SCc2csc(C)n2)nc2sc3c(c2c1=O)CCCCC3	-0.6	1	·	2.0	3	-6	2.5	-8	0
CC1(C)CC(=O)c2cnc(NC(=O)c3ccco3)nc2C1	-2.5	-4	·	0.3	8	4	-0.4	13	-9
CN(CCCS(=O)(=O)[O-])c1ccc(/C=C/c2ccc3ccccc3[n+]2C)cc1	-1.1	-66	0.1	1.1	0	-4	0.2	5	0
Cc1ccc(N(CCC#N)C(=O)COC(=O)c2cc(C)oc2C)cc1	-2.8	4	2.3	-0.3	-1	-4	-1.1	2	20
CCCc1[nH]nc2c1C(CCC)C(C#N)=C(N)O2 (configuration not stated)	-0.7	10	·	-0.2	-11	-1	-0.9	8	-4
CC12CCC(=O)N1C(C(=O)Nc1ccc(SC(F)F)cc1)CS2 (configuration not stated)	-8.6	-6	-0.2	-3.1	3	-3	0.0	-15	5
CCc1ccc(NC(=O)COc2cccc(-n3cnnn3)c2)cc1	1.4	9	-1.0	-1.9	7	-7	-0.1	3	14
COc1ccccc1N1C(=O)CCC1(C#N)c1ccc(Br)cc1 (configuration not stated)	0.8	3	·	0.1	1	-10	1.3	-5	3
COc1ccc(/C=C(\C#N)C(=O)OCC(=O)N2CC(C)OC(C)C2)cc1 (configuration not stated)	-1.7	2	2.0	0.1	-4	0	-1.7	0	6
CCCC(=O)Nc1ccc(C(=O)COC(=O)C2CC2)cc1	-0.8	-4	0.4	1.9	8	0	0.7	-12	-1
CCN1CCN(S(=O)(=O)c2ccc(Cl)c(C(=O)N(C)Cc3ccc(C(C)(C)C)cc3)c2)CC1	-1.0	-9	0.6	-0.7	-12	0	-1.4	8	-2
CCC(=O)N1CCN(c2ccc(NC(=O)COc3ccccc3[N+](=O)[O-])cc2)CC1	-1.3	-6	0.8	0.0	-4	9	1.3	0	-6
CCCCC1C2C(=O)N(c3ccccc3)C(=O)C2ON1c1ccccc1 (configuration not stated)	-0.3	2	3.8	-1.7	?	7	1.0	-13	-4

Compounds as they come; any-hit rate near 2.3%.
